GPR151 ag: activates the human receptor GPR151. Q8TDV0. PathHunter beta-arrestin GPR151 cells, luminescence. 1% of 650,000 active. activation, % at 11.2 µM; in the data active = activation above about 4.9%;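 note: 0% = median of compound wells and 100% = cells with positive control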
Target sequence (Q8TDV0 whole entry, looked up): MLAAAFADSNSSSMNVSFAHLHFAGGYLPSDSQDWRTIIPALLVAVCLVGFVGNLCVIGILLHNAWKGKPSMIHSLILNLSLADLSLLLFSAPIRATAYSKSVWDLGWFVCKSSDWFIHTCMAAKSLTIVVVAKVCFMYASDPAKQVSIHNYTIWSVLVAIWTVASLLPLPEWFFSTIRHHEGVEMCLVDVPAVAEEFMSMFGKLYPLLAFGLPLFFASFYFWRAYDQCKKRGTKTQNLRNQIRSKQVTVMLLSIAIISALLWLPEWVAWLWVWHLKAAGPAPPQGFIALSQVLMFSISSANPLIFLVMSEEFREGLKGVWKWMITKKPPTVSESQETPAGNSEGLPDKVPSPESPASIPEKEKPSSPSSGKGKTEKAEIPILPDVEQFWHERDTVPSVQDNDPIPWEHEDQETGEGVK
FBW7 act: activators of human E3 ligase FBW7 | Q969H0 | AlphaScreen FBW7–phospho-cyclin E peptide binding, activator screen | normalized activity (activation), % at 26.1 µM | 0.13% of 650,000 active; in the data active = normalized activity above about 1.9%;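 note: purified mutant Fbw7 with reduced substrate affinity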
TEAD-YAP block: TEAD-YAP interaction inhibition. HEK-TIYL cells, TEAD-Gal4/YAP UAS-luciferase luminescence. 1.4% of 640,000 active. inhibition, % at 9.12 µM; in the data active = inhibition above about 32%;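 note: 0% = median of test compound wells and 100% = reference inhibitor wells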
MITF inh: human MITF inhibition, primary screen; O75030; AlphaScreen MITF homodimerization, bead proximity signal; inhibition, % at 2.6 µM; 0.91% of 650,000 active; in the data active = inhibition above about 50%;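 note: 0% = vehicle wells with protein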
Target sequence (O75030 whole entry, looked up): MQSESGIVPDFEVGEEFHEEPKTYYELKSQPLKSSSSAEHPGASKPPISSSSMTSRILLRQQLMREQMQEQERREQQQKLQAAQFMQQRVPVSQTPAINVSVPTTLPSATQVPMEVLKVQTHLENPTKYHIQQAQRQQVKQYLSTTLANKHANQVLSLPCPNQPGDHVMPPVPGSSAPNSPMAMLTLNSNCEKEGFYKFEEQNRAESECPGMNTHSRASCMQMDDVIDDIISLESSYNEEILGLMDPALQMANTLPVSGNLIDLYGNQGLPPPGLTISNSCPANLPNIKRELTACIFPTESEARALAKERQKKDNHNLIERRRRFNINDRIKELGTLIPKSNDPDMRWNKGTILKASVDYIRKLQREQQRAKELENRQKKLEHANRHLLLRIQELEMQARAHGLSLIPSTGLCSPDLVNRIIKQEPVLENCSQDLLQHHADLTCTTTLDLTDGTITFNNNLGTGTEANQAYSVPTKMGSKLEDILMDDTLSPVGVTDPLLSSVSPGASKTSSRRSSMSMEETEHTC
Numbers without * were called inactive.

SMILES	GPR151 ag	FBW7 act	TEAD-YAP block	MITF inh
O=C(Nc1ccccc1C(F)(F)F)C(Cc1ccccc1)N1C(=O)c2ccccc2C1=O (stereo unspecified)	-0.4	0.3	-2	14
CCC(Nc1ccccc1)C(=O)N/N=C/c1cccc(OC)c1O (stereo unspecified)	1.0	-0.1	13	8
N#Cc1c(NC(=O)COC(=O)CCc2nc3ccccc3c(=O)[nH]2)sc2c1CCCC2	-0.3	-0.1	7	5
CC(=O)Nc1ccccc1NC(=O)c1cc(Br)ccc1Cl	1.5	-0.3	4	-9
COc1ccc(C(C)NC(=O)c2ccccc2F)cc1OC (stereo unspecified)	0.6	-0.1	7	11
O=C1C(c2ccccc2)NC(=S)N1C1CCCCC1 (stereo unspecified)	-1.3	-0.3	-6	3
CC(=O)C(C(=O)c1ccccc1)C1c2ccccc2Oc2ccccc21 (stereo unspecified)	-0.7	-0.1	-10	-6
O=C(NC(CO)C(=O)O)c1cncc(Br)c1 (stereo unspecified)	-0.3	-0.1	-2	3
CN1CCN(c2cc(N3CCN(CCC#N)CC3)c([N+](=O)[O-])cc2F)CC1	0.3	-0.1	9	5
CC1C(=O)Nc2ccc(S(=O)(=O)N3CCCCC3C)cc2NC1=O (stereo unspecified)	-1.2	0.0	10	1
CCOc1c(Br)cc(/C=C(\C#N)c2nc3ccc(C)cc3[nH]2)cc1OC	1.2	-0.4	-16	-2
Cc1cccc(OCCn2c(CO)nc3ccccc32)c1	1.3	-0.1	-18	-4
CCCc1ncc(C(O)c2ccc(N(C)C)cc2)n1C (stereo unspecified)	-0.1	0.0	0	-7
O=C(CCCn1ncn2c(cc3occc32)c1=O)NCc1cccc(Cl)c1	1.2	0.1	-2	5
O=C(c1cccc(F)c1)N1CCN(c2ccc3nnc(-c4ccc(F)cc4)n3n2)CC1	0.1	-0.1	17	5
CCOC(=O)c1c(NC(=O)c2ccccc2F)sc(C(=O)OC)c1C	-1.8	-0.1	-1	5
COC(=O)c1ccc(NC(=O)CC2C(=O)N(c3ccc(Cl)cc3)C(=S)N2CCCN2CCC(Cc3ccccc3)CC2)cc1 (stereo unspecified)	0.0	-0.1	-6	14
CC(C)(C)C1CCC(C(=O)N2C(=O)C(=O)c3ccccc32)CC1 (stereo unspecified)	0.4	-0.2	12	4
Cc1nn2c(nc(N3CCCC3)c3ccccc32)c1C=C(C#N)C#N	0.9	0.1	11	-4
CN1CC(=O)N(CC(=O)Nc2ccccc2[N+](=O)[O-])C1=O	0.3	-0.1	-46	-2
CCOC(=O)c1[nH]c(C)c(C2C(C#N)=C(N)OC3=C2C(=O)CCC3)c1C (stereo unspecified)	-0.3	0.0	-5	8
O=C(NNC(=S)NCc1ccco1)c1ccccc1Br	0.8	0.0	-3	22
COCCCN1C(C)=CC(=C(C#N)C#N)C=C1C	1.4	0.2	-9	-3
COCC(=O)NCC1CCC2(CCN(Cc3cccn3-c3ccccn3)CC2)O1 (stereo unspecified)	0.4	0.0	8	12
Cc1cc(SCC(=O)Nc2ccc3c(c2)OCCO3)nc2ccccc12	0.5	0.1	4	16
COc1ccc(OC(C)C(=O)Nc2cc(OC)cc(OC)c2)cc1 (stereo unspecified)	2.2	0.1	3	-5
Nc1ncc(Br)cc1S(=O)(=O)N1CCCc2ccccc21	-0.2	-0.1	-12	-2
CN(CC(=O)O)S(=O)(=O)c1ccc2c(c1)n(C)c(=O)c(=O)n2C	1.6	0.0	4	-2
CCN(CC)c1ccc(/C=C2/C(=N)N3N=C(c4ccc(C)cc4)SC3=NC2=O)cc1	0.3	0.1	1	15
COc1ccc(CNC(=O)CN(c2ccccc2)S(=O)(=O)c2ccccc2[N+](=O)[O-])cc1	0.5	-0.1	2	4

2 compounds from above, reduced to FBW7 act, GPR151 ag and TEAD-YAP block:
canonical_smiles | FBW7 act | GPR151 ag | TEAD-YAP block
O=C(NNC(=S)NCc1ccco1)c1ccccc1Br | 0.0 | 0.8 | -3
COCCCN1C(C)=CC(=C(C#N)C#N)C=C1C | 0.2 | 1.4 | -9

A run of entries of the results above, as a working copy:
SMILES	GPR151 ag	FBW7 act	TEAD-YAP block	MITF inh
CCOC(=O)c1c(NC(=O)c2ccccc2F)sc(C(=O)OC)c1C	-1.8	-0.1	-1	5
COC(=O)c1ccc(NC(=O)CC2C(=O)N(c3ccc(Cl)cc3)C(=S)N2CCCN2CCC(Cc3ccccc3)CC2)cc1 (stereo unspecified)	0.0	-0.1	-6	14

Further results follow.
SMILES	GPR151 ag	FBW7 act	TEAD-YAP block	MITF inh
O=C(NC1CCCC1)c1ccccc1-c1ccccc1	-0.4	0.0	-5	-7
COC(=O)COc1c(I)cc(C=O)cc1OC	1.3	-0.1	8	1
O=C(C1CCCO1)N1CCC(O)(c2cccc(F)c2)CC1 (stereo unspecified)	0.9	-0.1	-10	-11
O=C(N[C@H]1C[C@H]2C(=O)N3CCC[C@H]3C(=O)N2C1)c1cc(F)ccc1F	0.0	-0.2	-1	-12
COc1cc(/C=N/Nc2ncnc(N)c2[N+](=O)[O-])cc(OC)c1OC	-0.7	-0.3	-23	10
COC(=O)c1ccc(NC(=O)Cn2c(-c3cccnc3)nc3ccccc32)cc1	0.1	0.7	5	6
CC1(C)Cc2c(sc(NC(=O)COc3ccccc3)c2C#N)C(C)(C)N1	0.1	0.4	3	13
O=C(C(Cl)c1ccccc1)N1CCOCC1 (stereo unspecified)	-1.6	-0.1	15	-11
Cc1ccccc1C(=O)NCc1nnc(SCC(=O)NC2CCCCC2C)n1C (stereo unspecified)	0.9	0.1	7	-2
COC(=O)c1sccc1S(=O)(=O)N1CCN(c2cccc(OC)c2)CC1	-1.2	0.0	-10	-2
CC(C)(C)c1cc(-c2ccccc2)cc(C(C)(C)C)c1O	-0.6	-0.1	-11	10
CCOC(=O)/C=C/C(=O)Nc1ccc(S(=O)(=O)Nc2cc(C)on2)cc1	-0.2	0.0	-2	0
CN(C(=O)c1ccc(Cl)c([N+](=O)[O-])c1)C1CCS(=O)(=O)C1 (stereo unspecified)	-0.8	0.1	2	1
CCC(=O)N1CCCc2ccc(NS(=O)(=O)c3ccc(Cl)cc3)cc21	1.6	0.0	29	7
O=C(CCl)N/N=C/c1cn(-c2ccccc2)nc1-c1ccccc1	0.4	-0.1	3	10

Single values from the list.
`CC1(C)Cc2c(sc(NC(=O)COc3ccccc3)c2C#N)C(C)(C)N1` @ MITF inh = 13
`CN(C(=O)c1ccc(Cl)c([N+](=O)[O-])c1)C1CCS(=O)(=O)C1` (stereo unspecified) @ GPR151 ag = -0.8
`O=C(NC1CCCC1)c1ccccc1-c1ccccc1` @ TEAD-YAP block = -5
`COC(=O)c1sccc1S(=O)(=O)N1CCN(c2cccc(OC)c2)CC1` @ FBW7 act = 0.0

Later entries
SMILES	GPR151 ag	FBW7 act	TEAD-YAP block	MITF inh
CC(=O)Nc1ccc(S(=O)(=O)N2CCN(c3nc4ccccc4n3C)CC2)cc1	0.3	-0.1	1	1
CN1CCN(c2ccc(NC(=O)C(Cl)c3ccccc3)cc2)CC1 (stereo unspecified)	0.3	-0.1	-8	2
C/C(=N\NC(=O)c1cccc(Br)c1)c1cccnc1	2.5	0.0	-49	-2
CCCCc1nc2sc3c(c2c(=O)n1N)CC(C)CC3 (stereo unspecified)	0.8	0.0	10	14
CCC1(C)Cc2ccccc2-c2nc3n(c(=O)c21)CC(c1ccccc1)S3 (stereo unspecified)	1.5	-0.1	-8	-6
Cc1ccc(CSc2nc3c(c(=O)[nH]c(=O)n3C)n2Cc2ccccc2Cl)cc1	0.2	-0.1	-2	-1
C=CCn1c(O)c(C=NCC2(C)CC(O)CC(C)(C)C2)c(=O)[nH]c1=S (stereo unspecified)	-0.9	0.1	2	17
COC(=O)c1c(NC(=O)Cc2ccccc2)sc(C(=O)Nc2cccc(OC)c2)c1C	-0.1	-0.1	16	4
Cc1ccc(C(=O)N/N=C2\CCCCC2C)c(C)c1 (stereo unspecified)	0.9	0.0	-32	3
O=C(CSCc1ccccc1)Nc1ccc(S(=O)(=O)NC2CCCCC2)cc1	1.1	-0.1	6	-3
CCOc1cc(Br)c(CC(=O)O)cc1OCC	-0.4	0.4	2	7
CN(C)c1ccc(-c2cnc(N3CCOCC3)c3nccn23)cc1	-0.3	-0.2	8	-1
CN(c1ccc(C(=O)N2CCN(c3ccccc3)CC2)cc1)S(=O)(=O)c1ccccc1	-1.2	-0.1	-2	-8
COC(CNc1cc(=O)n(C)c(=O)n1Cc1ccccc1)OC	-1.3	0.1	11	4
Cc1ccc(CN[C@H]2C[C@H]3C(=O)N[C@H](Cc4ccccc4)C(=O)N3C2)cc1	-2.0	0.5	-21	-14
Cn1c(=O)[nH]c(=O)c2c1nc1[nH]c(-c3ccc(Cl)cc3)cn12	-0.6	-0.1	8	1
CCOc1ccc(C2c3[nH]c4ccccc4c3CCN2C(=O)Cc2nonc2C)cc1 (stereo unspecified)	-1.2	0.1	-8	6
Cc1cc2cc(CNC(=O)Cc3cccs3)ccc2n1C	-0.7	0.1	-8	12
O=C(Nc1ncc(-c2cccnc2)s1)c1ncoc1-c1cccs1	-1.1	1.0	10	-1
CC1CC(C)CN(C(=O)CN(C)S(=O)(=O)c2ccc3c(c2)C(C)(C)C(=O)N3C)C1 (stereo unspecified)	1.4	-0.1	12	12
O=[N+]([O-])c1cccc(Cn2cc(Cl)cn2)c1	1.3	0.3	-4	13
NS(=O)(=O)c1ccc(Br)c(C(=O)O)c1	1.0	0.0	-7	-11
COc1ccc(CNCc2ccccc2Cl)cc1	0.1	0.1	-6	8
CCc1ccc(NC(=O)Cc2nc(-c3ccc(OC)cc3)no2)cc1	-1.6	-0.1	-10	-8
Cc1cc(C(F)(F)F)n2nc(-c3ccccc3)cc2n1	-0.6	-0.9	-5	4
COC(=O)C1=CN(c2cccc(C(F)(F)F)c2)C=C(C(=O)OC)C1c1ccc2c(c1)OCO2	-0.5	-0.1	3	-11
CC(C)c1nnc2n1CCN(C(=O)Cc1ccn(C)c1)CC2	2.4	-0.1	-26	9
N#C/C(=C\c1ccc(-c2ccccc2C(=O)O)o1)C(=O)Nc1ccc(F)cc1	-0.7	0.4	-7	17
Cc1ccc2c(NC(=O)c3c(F)cccc3Cl)cccc2n1	1.4	-0.2	11	4
CC(=C\N(C)C)/C=C1\CC(=O)N(c2ccccc2)C1=O	0.7	0.0	-6	16

Compound profiles, as listed above:
Record of Cc1ccc2c(NC(=O)c3c(F)cccc3Cl)cccc2n1 → GPR151 ag = 1.4; FBW7 act = -0.2; TEAD-YAP block = 11; MITF inh = 4
Record of CCc1ccc(NC(=O)Cc2nc(-c3ccc(OC)cc3)no2)cc1 → GPR151 ag = -1.6; FBW7 act = -0.1; TEAD-YAP block = -10; MITF inh = -8

Going on with the list.
SMILES	GPR151 ag	FBW7 act	TEAD-YAP block	MITF inh
Cc1ccc2cc(Nc3nc(Nc4ccc(OC(F)(F)F)cc4)nc(N4CCCCC4)n3)ccc2n1	-0.2	0.4	4	17
O=C(NC(=S)NNC(=O)c1ccccc1O)c1cccs1	0.9	0.2	10	78*
COc1ccc(Cl)cc1NC(=O)CSc1nnc(C)s1	3.5	1.0	6	12
CCCCOc1ccc(C(=O)NC(C)c2ccc(OC)cc2)cc1 (stereo unspecified)	1.2	0.0	-5	-8
CC1CC(C)CN(S(=O)(=O)c2ccc(F)c(C(=O)NCCCN3CCOCC3)c2)C1 (stereo unspecified)	2.0	0.0	-7	-9
Cn1c(O)c(C(C#N)=C2N=c3ccccc3=N2)c2ccccc21	0.8	0.0	2	3
O=C(NCc1ccccc1)c1ccnc(Nc2ccncc2)c1	-2.4	0.0	6	3
Cc1ccc(NC(=O)CCS(=O)(=O)c2ccc(Br)s2)cc1	0.0	0.0	-3	7
CC(C)N(Cc1nc(-c2ccccc2)no1)C(=O)CN(C)S(=O)(=O)c1ccccc1	-0.9	-0.1	6	7
CS(=O)(=O)C1=NSC2=NC(=O)/C(=C\c3ccc(-c4ccc([N+](=O)[O-])cc4)o3)C(=N)N21	-0.4	-0.3	1	-1
COc1ccc(S(=O)(=O)CC2(O)CCN(C(=O)CC(C)C)CC2)cc1	0.8	0.0	1	9
NC(=O)c1nc(-c2ccc([N+](=O)[O-])cc2)nc2c1[nH]c(=O)n2-c1ccc(F)cc1	1.4	0.2	-4	15
COc1ccc(N2C(=O)C(O)=C(C(C)=O)C2c2cccc([N+](=O)[O-])c2)cc1 (stereo unspecified)	-1.3	0.2	-4	0
C(=N\Nc1ncnc2c1cnn2Cc1ccccc1)/c1cccnc1	1.7	-0.1	1	-4
COc1cccc(C2=CC(c3ccc(SC)cc3)n3nnnc3N2)c1 (stereo unspecified)	-0.9	0.2	10	11
CCOC(=O)c1c(NC(=O)CSc2nnc(CNC(=O)c3cccc(C)c3)n2-c2cccc(C)c2)sc2c1CCCC2	1.7	0.4	2	-8
COC(=O)c1ccc2c(=O)[nH]c(CSc3nnc(NCc4ccccc4)s3)nc2c1	-0.1	-0.2	3	-5
CN(C)c1ccc(C2Oc3ccccc3C3=C2C(c2ccc(N(C)C)cc2)n2ncnc2N3)cc1 (stereo unspecified)	1.5	-0.1	-6	1
Nc1ncnc2nc(N3CCC(N4CCOCC4)CC3)[nH]c12	0.5	-0.1	4	-6
CCOc1ccc(S(=O)(=O)N2CCC(C(=O)N/N=C/c3ccc(O)c(O)c3)CC2)cc1	-0.2	-0.9	1	-3
CCOc1ccc(C2NC(C(=O)O)CS2)cc1OC (stereo unspecified)	-0.1	0.1	2	35
Cc1nc(-c2ccc([N+](=O)[O-])cc2)c(C(=O)Nc2ccc(-c3ccccc3)cc2)s1	0.4	-0.1	6	-13
O=C(NCc1ccccc1)c1ccc(CN2CC(=O)N3CSCC3C2=O)cc1 (stereo unspecified)	2.6	0.1	-4	8
C/C(CCC(C)C)=N\NC(=O)c1ccc(O)cc1	1.5	0.0	2	3
CCOC(=O)c1cnc2cc(Cl)c(OC)cc2c1Nc1ccccc1F	3.0	-0.2	-2	-6

High-throughput results deposited in PubChem by The Scripps Research Institute Molecular Screening Center.

This is a random part of the collection, and some 3.4% of all compounds hit somewhere here.
